Compound activity (PubChem)
p53ts 32C kill = kills p53ts cells at the permissive temperature; H1299-p53A138V at 32C, ATP luminescence viability, 24 h; Potency, µM (highest dose often 46.1 µM), for inactives: at the top dose activity change, negative = cytotoxicity, actives largely listed as cytotoxic; 130,000 tested, 0.93% active; AID 924;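 further: 0% = DMSO and -100% = full killing by reference compound; nearly all actives have a fitted effect of over 55% in size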
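Viability by ATPlite luminescence after 24 h compound treatment (up to 46 uM) at the permissive 32C. Cells are H1299 carrying p53 A138V. Scale runs from DMSO basal to 100 uM tamoxifen as full kill; AC50 from Hill fits.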
IkB sig inh = IkB pathway inhibition in ABC-DLBCL cells; ABC-DLBCL IkBa-CBG/CBR dual luciferase ratio, 4 h; response scale: scaled: untreated 0%, proteasome inhibitor 100%; Potency, µM (series often up to 57.1 µM), without a hit: at the highest dose IkBa stabilization activation; 110,000 tested, 0.04% active; AID 445; active means well fitted curve in the direction sought with a large enough effect in the signal ratio, not every such curve was filed as active; inconclusive means small, poorly fitted or top-dose-only effect, or a change in a side signal; the % refers to the signal ratio;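 further: the direction sought is a rising ratio; 0% = basal untreated cells and 100% = reference inhibitor full response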
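In this assay, an IκBα–CBG68 fusion accumulates when IKK-driven degradation is blocked; native CBR normalizes for cell number. OCI-Ly3 cells were treated 4 h with compound and doxycycline, then green and red light read after Chroma-Glo addition.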
p53ts 39C kill = kills p53ts cells at the nonpermissive temperature. Potency, µM (doses to about 46.1 µM), without a hit: top-dose activity change, negative = cell killing, hits mostly cytotoxic. H1299-p53A138V viability at 39C, ATP luminescence, 24 h. 130,000 tested, 1.5% active; further: nearly all actives have a fitted effect of over 55% in size
Imprint erasure = inducers of genomic imprint erasure in mouse ES cells; Potency, µM (series often up to 60.7 µM), for the others: top-dose activity change, positive = activation, actives largely listed as activators; mouse ES Peg3-LacZ reporter, beta-gal luminescence, 40 h; 110,000 tested, 0.02% active;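 further: 0% = negative control wells on the plate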
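Each well holds 300 Peg3LacZ-Neo (maternal) female ES cells incubated 40 h at 37C, 5% CO2. LacZ is measured by BetaGlo luminescence, with AC50 and maximum efficacy derived from dose-response curves.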
Active calls of the source: *; [ ] = remark or other dose. Unless noted, the call rests on the fitted dose curve; in most records, active means well fitted curve in the direction sought with a large enough effect; inconclusive means small, poorly fitted or top-dose-only effect, or another doubt; inactive means no such curve, though single readings can be large; an effect the other way counts as inactive or inconclusive. Unless noted, on the % scale 0 is the no-effect control and ±100 the full control effect; potency means the concentration at half of the fitted maximal effect.

For COc1ccccc1NC(=O)c1cc(S(=O)(=O)N(C)C2CCCCC2)ccc1F the results were p53ts 32C kill 10.3%, IkB sig inh inconclusive, p53ts 39C kill inconclusive and Imprint erasure -12.8%[10.9 µM].
`Cc1c(/C(O)=C2/C(=O)C(=O)N(CCN3CCOCC3)C2c2ccco2)cnn1-c1ccccc1` (stereo not drawn) gave p53ts 32C kill -6.9%, IkB sig inh -6.0%, p53ts 39C kill -1.8% and Imprint erasure -5.4%.
`CCOC(=O)C1CCC(CN(Cc2ccc(Cl)cc2)S(=O)(=O)c2ccc(Br)cc2)CC1` (stereo not drawn) gave p53ts 32C kill -7.8%, IkB sig inh inconclusive, p53ts 39C kill -10.6% and Imprint erasure -6.6%[10.9 µM].
COc1ccccc1C(=O)Nc1ccc(S(=O)(=O)Nc2nc(C)cc(C)n2)cc1 was read as p53ts 32C kill -3.5%, IkB sig inh -6.5%, p53ts 39C kill 0.4% and Imprint erasure -13.1%[10.9 µM].
Screening COc1ccccc1CNS(=O)(=O)c1cccc(S(=O)(=O)N2CCOCC2)c1 returned p53ts 32C kill -3.5%, IkB sig inh 0.1%, p53ts 39C kill -3.8% and Imprint erasure -11.2%.
For COc1cccc(C2c3c(oc4ccc(Cl)cc4c3=O)C(=O)N2c2cc(C)on2)c1OC (stereo not drawn) the results were p53ts 32C kill 7.6%, IkB sig inh 1.4%, p53ts 39C kill 10.0% and Imprint erasure 1.6%.
For CCOc1ccc(C2CC(=O)c3c([nH]c(C(=O)OCC4CCCCC4)c3C)C2)cc1 (stereo not drawn) the results were p53ts 32C kill -2.1%, IkB sig inh -3.9%, p53ts 39C kill -12.0% and Imprint erasure 2.0%[10.9 µM].
Screening COc1ccccc1CN(Cc1cc2cc(C)cc(C)c2[nH]c1=O)Cc1nnnn1CC1CCCO1 (stereo not drawn) returned p53ts 32C kill 1.0%, IkB sig inh inconclusive, p53ts 39C kill -10.3% and Imprint erasure -4.1%.
Screening Cc1cc2nc(-c3cccc(NC(=O)CSc4ccc(Cl)cc4)c3)oc2cc1C returned p53ts 32C kill -15.8%, IkB sig inh -1.4%, p53ts 39C kill 15.0% and Imprint erasure -11.5%[10.9 µM].
O=C1CCCCCN1CP(=O)(O)CCc1ccccc1 was read as p53ts 32C kill 6.3%, IkB sig inh 2.6%, p53ts 39C kill 0.1% and Imprint erasure -6.8%.
O=C1OCc2ccc(NC(=O)C3CCCCC3)cc21 was read as p53ts 32C kill -4.1%, IkB sig inh -0.6%, p53ts 39C kill -0.4% and Imprint erasure 0.2%.
Screening O=C(NC(Cc1ccccc1)C(=O)O)c1ccccc1 (stereo not drawn) returned p53ts 32C kill 1.7%, IkB sig inh 0.3%, p53ts 39C kill 0.1% and Imprint erasure 3.2%.
`CN1CCc2c(sc3c2C(=O)NC(c2ccccn2)N3)C1` (stereo not drawn) gave p53ts 32C kill -12.4%, IkB sig inh -1.7%, p53ts 39C kill -12.3% and Imprint erasure -3.9%.
Screening NC(Cc1c[nH]c2ccccc12)C(=O)NCC(=O)O (stereo not drawn) returned p53ts 32C kill 0.2%, p53ts 39C kill -15.6% and Imprint erasure -4.8%.
For COc1cc2c(cc1OC)C(COc1cc(C)cc(C)c1)N(C(=O)C(C)(C)C)CC2 (stereo not drawn) the results were p53ts 32C kill 19.0%, IkB sig inh inconclusive, p53ts 39C kill -29.1% and Imprint erasure -14.6%[10.9 µM].
Screening COc1ccc(N2CCN(C(CNC(=O)c3c(F)cccc3F)c3ccc4c(c3)OCO4)CC2)cc1 (stereo not drawn) returned p53ts 32C kill -9.0%, IkB sig inh 4.0%, p53ts 39C kill -28.7% and Imprint erasure inconclusive.
O=C(CN1CCOCC1)NC1CC2CCC1C2 (stereo not drawn) was read as p53ts 32C kill 5.7%, IkB sig inh 2.3%, p53ts 39C kill -5.5% and Imprint erasure -6.1%.
Screening CCc1nc2ccc(C(=O)N3CCN(c4ccccc4)CC3)cc2nc1CC returned p53ts 32C kill 5.3%, IkB sig inh -0.8%, p53ts 39C kill -7.7% and Imprint erasure -8.9%[10.9 µM].
`CCOC(=O)Cc1ccc(NC(=O)N2CCOc3ccc(C)cc32)cc1` gave p53ts 32C kill 4.9%, IkB sig inh -0.9%, p53ts 39C kill -4.2% and Imprint erasure -15.7%[10.9 µM].
CCC1Oc2ccccc2N(CC(=O)NCCC2=CCCCC2)C1=O (stereo not drawn) was read as p53ts 32C kill -6.5%, IkB sig inh 1.1%, p53ts 39C kill -11.1% and Imprint erasure -18.0%.
`COC(=O)[C@H](Cc1ccccc1)NC(=O)NCC1CCCO1` (stereo partly drawn) gave p53ts 32C kill -9.3%, IkB sig inh 2.7%, p53ts 39C kill -6.4% and Imprint erasure 2.9%.
For CCC/C=C(\CCC)C(NS(=O)(=O)c1ccc(-c2ccccc2)cc1)c1ccc(C(=O)OC)cc1 (stereo not drawn) the results were p53ts 32C kill 8.0%, p53ts 39C kill -6.6% and Imprint erasure -15.5%.
For Cc1cc(Cl)ccc1Nc1sc(C(=O)c2cc3cc(Cl)ccc3o2)c(N)c1C#N the results were p53ts 32C kill -8.2%[9.22 µM], IkB sig inh 6.6%[11.4 µM], p53ts 39C kill -16.7%[9.22 µM] and Imprint erasure -10.8%[10.9 µM].
For CC(=O)Nc1ccc(S(=O)(=O)N2CCC(c3nc4ccccc4[nH]3)CC2)cc1 the results were p53ts 32C kill -0.9%, IkB sig inh 0.5%, p53ts 39C kill 12.6% and Imprint erasure 2.3%.
CCNc1ncc2nc(-c3cccs3)c(=O)n(Cc3cccc(OC)c3)c2n1 was read as p53ts 32C kill 9.4%, IkB sig inh -2.6%[11.4 µM], p53ts 39C kill 8.4% and Imprint erasure 6.8%.
Screening CCOc1ccc(N(CC)S(=O)(=O)N2CCCC(C(=O)NCc3ccccc3Cl)C2)cc1 (stereo not drawn) returned p53ts 32C kill 7.2%, IkB sig inh 0.2%, p53ts 39C kill -13.4% and Imprint erasure -6.7%[10.9 µM].
Cn1c(=O)c(C(=O)O)nn(-c2ccccc2)c1=O was read as p53ts 32C kill -8.1%, IkB sig inh inconclusive, p53ts 39C kill -13.4% and Imprint erasure -1.2%[10.9 µM].
CCCCN(CCCC)CCCNC(=O)c1ccc2nc(N3CCCCC3)sc2c1 was read as p53ts 32C kill 5.0%, IkB sig inh -0.8%, p53ts 39C kill -13.5% and Imprint erasure -21.8%[10.9 µM].
For CCC(=O)Nc1ccc(-c2nnc(SCC(=O)Nc3nccs3)n2C)cc1 the results were p53ts 32C kill 2.5%, IkB sig inh 1.6%, p53ts 39C kill 2.7% and Imprint erasure -5.8%.
For CCOc1ccc(-c2cc3c(=O)n(CC(=O)NCc4ccc(Cl)cc4)ccn3n2)cc1 the results were p53ts 32C kill -1.8%, IkB sig inh 0.5%, p53ts 39C kill 3.3% and Imprint erasure 3.8%[10.9 µM].
COc1cc(NC(=O)Nc2ccccc2)c(OC)cc1NC(=O)CN1CCCCC1 was read as p53ts 32C kill -1.7%, IkB sig inh inconclusive, p53ts 39C kill -17.7% and Imprint erasure -4.4%.
COc1ncc2nc(C)c(=O)n(CCC#N)c2n1 was read as p53ts 32C kill -1.8%, IkB sig inh -0.2%[11.4 µM] and p53ts 39C kill -2.3%.
`Cc1nnc(S(=O)(=O)c2ccc(N=Nc3c(N)nc(N)nc3N)cc2)s1` gave p53ts 32C kill 6.1%[9.22 µM], IkB sig inh 0.6%[11.4 µM], p53ts 39C kill 10.9%[9.22 µM] and Imprint erasure 3.9%[10.9 µM].
For COc1ccccc1Nc1nc(C)cc(=O)[nH]1 the results were p53ts 32C kill 2.3%, IkB sig inh 2.9%, p53ts 39C kill 14.9% and Imprint erasure -10.4%.
For CC(C)c1ccc(-c2nc(C(N)=O)c3c(n2)n(-c2ccc4c(c2)OCO4)c(=O)n3C)cc1 the results were p53ts 32C kill 13.1%, IkB sig inh inconclusive, p53ts 39C kill -21.9% and Imprint erasure -6.4%[10.9 µM].
Cc1ccc(S(=O)(=O)c2c(Nc3cc(F)ccc3F)sc(C(=O)c3ccc(F)cc3)c2N)cc1 was read as p53ts 32C kill 1.7%, IkB sig inh inconclusive, p53ts 39C kill -7.0% and Imprint erasure 6.5%[10.9 µM].
`COC(F)(C(=O)Nc1ccc2c(c1)C(=O)NC2=O)C(F)(F)F` (stereo not drawn) gave p53ts 32C kill 17.7%, IkB sig inh -1.0%, p53ts 39C kill 1.1% and Imprint erasure -4.6%.
Screening CC(C)CCNC(=O)CN(C(=O)CCC(=O)Nc1ccccn1)c1ccc2c(c1)OCCO2 returned p53ts 32C kill 3.5% and p53ts 39C kill -4.6%.
For O=C(C1=C(O)C(=O)N(c2ncccn2)C1c1cccs1)c1ccco1 (stereo not drawn) the results were p53ts 32C kill 6.5%, IkB sig inh 3.8%, p53ts 39C kill 12.2% and Imprint erasure -4.3%.
Screening CCOC(=O)c1sc2ccccc2c1S(=O)(=O)N1CCN(c2cccc(C)c2)C(C)C1 (stereo not drawn) returned p53ts 32C kill 2.1%, IkB sig inh inconclusive, p53ts 39C kill -23.2% and Imprint erasure -13.0%[10.9 µM].
Screening COc1ccc(-n2c(COc3cccc4ccccc34)nnc2SCC#N)cc1 returned p53ts 32C kill 9.1% and p53ts 39C kill 12.7%.
For O=C(O)CCc1ccc(-c2ccccc2)[nH]1 the results were p53ts 32C kill -5.9%[9.22 µM], IkB sig inh -5.7%[11.4 µM], p53ts 39C kill 12.6%[9.22 µM] and Imprint erasure -17.8%[10.9 µM].
`CCCCCn1c(=O)[nH]c2cc(C(=O)Nc3cc(C)cc(C)c3)ccc2c1=O` gave p53ts 32C kill -2.6%, IkB sig inh 0.6%, p53ts 39C kill 46.0%[activator] and Imprint erasure 5.7%[10.9 µM].
For COc1ccc(CNC(=O)Cn2nc(-c3ccc4c(c3)OCCO4)ccc2=O)cc1 the results were p53ts 32C kill -5.9%, IkB sig inh 2.6%, p53ts 39C kill -8.3% and Imprint erasure -3.5%.
Screening CCc1nn(CC(=O)NCCc2ccc(Cl)cc2)c(=O)c2cc3c(OC)cccc3n12 returned p53ts 32C kill 2.4%, IkB sig inh 1.4%, p53ts 39C kill 7.8% and Imprint erasure 2.6%[10.9 µM].
Clc1ccc2c(c1)c1cc(Cl)ccc1n2CN1CCOCC1 was read as p53ts 32C kill inconclusive and p53ts 39C kill -0.4%.
`Cc1cc(C(=O)COc2nncc3ccccc23)c(C)n1C` gave p53ts 32C kill -10.5%, IkB sig inh inconclusive, p53ts 39C kill -21.9% and Imprint erasure -31.2%[inhibitor].
For O=C(Cn1c(=O)n(CC2CCC(C(=O)NCCc3ccccc3)CC2)c(=O)c2ccccc21)Nc1ccccc1 (stereo not drawn) the results were p53ts 32C kill 0.9%, IkB sig inh 6.4%, p53ts 39C kill -7.7% and Imprint erasure 3.7%[10.9 µM].
`COc1ccc2c(CC(=O)NCc3ccc4c(c3)OCO4)coc2c1` gave p53ts 32C kill -0.6%, IkB sig inh inconclusive, p53ts 39C kill -9.5% and Imprint erasure 1.8%.
`Cc1nn2c(=O)cc(COC(=O)c3cccc(NC(=O)c4ccc(C(C)(C)C)cc4)c3)nc2s1` gave p53ts 32C kill 2.51µM*, IkB sig inh inconclusive, p53ts 39C kill 2.51µM* and Imprint erasure -12.3%[10.9 µM].
`COC(=O)c1ccccc1NC(=O)CSc1nc2ccccc2nc1Cc1ccc(F)cc1` gave p53ts 32C kill 4.2%, IkB sig inh -0.7%, p53ts 39C kill 8.9% and Imprint erasure 5.8%[10.9 µM].
CC(O)C(=O)O (stereo not drawn) was read as p53ts 32C kill inconclusive, IkB sig inh -1.7%, p53ts 39C kill -3.0% and Imprint erasure 1.3%.
For Cc1c(C(=O)Nc2ccc(F)cc2F)oc2c1-c1nn(Cc3c(F)cccc3Cl)cc1CC2 the results were p53ts 32C kill 6.3%, IkB sig inh inconclusive, p53ts 39C kill 14.5% and Imprint erasure -9.8%[10.9 µM].

Among those listed so far, three have a cyano group.
For Cc1cc(Cl)ccc1Nc1sc(C(=O)c2cc3cc(Cl)ccc3o2)c(N)c1C#N the results were p53ts 32C kill -8.2%[9.22 µM], IkB sig inh 6.6%[11.4 µM], p53ts 39C kill -16.7%[9.22 µM] and Imprint erasure -10.8%[10.9 µM].
COc1ncc2nc(C)c(=O)n(CCC#N)c2n1 was read as p53ts 32C kill -1.8%, IkB sig inh -0.2%[11.4 µM] and p53ts 39C kill -2.3%.
Screening COc1ccc(-n2c(COc3cccc4ccccc34)nnc2SCC#N)cc1 returned p53ts 32C kill 9.1% and p53ts 39C kill 12.7%.
